Compound activity as filed in PubChem BioAssay.
FBA Mtb inh – inhibits M. tuberculosis FBA enzyme | P9WQA3 | purified M. tuberculosis FBA, fluorescence read-out | inhibition, % at 1 µM | 360,000 tested, 2.3% active | AID 588726; in the data active = inhibition above about 27%;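 note: 0% = vehicle and 100% = reference inhibitor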
Target sequence (P9WQA3 whole entry, looked up): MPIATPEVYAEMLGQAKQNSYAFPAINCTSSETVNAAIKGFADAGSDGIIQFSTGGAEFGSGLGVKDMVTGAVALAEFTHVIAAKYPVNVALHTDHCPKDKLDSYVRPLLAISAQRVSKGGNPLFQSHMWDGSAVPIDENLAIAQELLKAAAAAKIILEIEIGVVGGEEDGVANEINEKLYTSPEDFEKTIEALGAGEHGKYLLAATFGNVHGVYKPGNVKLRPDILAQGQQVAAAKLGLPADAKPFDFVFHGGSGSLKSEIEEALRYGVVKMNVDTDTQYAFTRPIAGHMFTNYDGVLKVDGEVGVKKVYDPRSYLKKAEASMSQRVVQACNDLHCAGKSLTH
Mtb UGM inh – inhibitors of M. tuberculosis UDP-galactopyranose mutase. P9WIQ1. purified UGM, fluorescence polarization probe displacement. inhibition, % at 10 µM. 320,000 tested, 0.06% active. AID 504406; in the data active = inhibition above about 10%, passing the limit was not always enough; inconclusive = no clear call, values can overlap the other calls
Target sequence (P9WIQ1 whole entry, looked up): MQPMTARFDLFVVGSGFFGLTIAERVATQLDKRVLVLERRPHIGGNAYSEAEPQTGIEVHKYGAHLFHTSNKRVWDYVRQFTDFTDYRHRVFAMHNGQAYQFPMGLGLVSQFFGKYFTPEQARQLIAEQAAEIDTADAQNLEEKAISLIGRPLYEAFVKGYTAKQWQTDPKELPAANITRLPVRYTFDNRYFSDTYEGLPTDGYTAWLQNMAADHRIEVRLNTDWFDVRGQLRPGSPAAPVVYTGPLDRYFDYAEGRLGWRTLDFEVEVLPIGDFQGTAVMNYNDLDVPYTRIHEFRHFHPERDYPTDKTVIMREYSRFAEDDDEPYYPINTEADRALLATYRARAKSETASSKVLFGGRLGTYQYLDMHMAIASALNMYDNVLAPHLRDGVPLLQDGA
Rv3671c inh – inhibitors of M. tuberculosis serine protease Rv3671c. inhibition, % at 5.96 µM. 320,000 tested, 0.048% active; in the data active = inhibition above about 38%;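 note: extracellular domain of Rv3671c used as enzyme; 0% = enzyme with DMSO and 100% = no enzyme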
FadD28 FP inh – inhibitors of Mycobacterium tuberculosis FadD28 bisubstrate binding. AID 588549. inhibition, % at 12.5 µM. FadD28 bisubstrate probe binding, fluorescence polarization. 360,000 tested, 0.22% active; in the data active = inhibition above about 8.5%, passing the limit was not always enough; inconclusive = no clear call, values can overlap the other calls
BoNT F protease – blocks Botulinum neurotoxin F light chain protease. 360,000 tested, 0.22% active. Multiplex microsphere protease cleavage assay, flow cytometry. inhibition, % at 10 µM; in the data active = inhibition above about 35%, passing the limit was not always enough; inconclusive = no clear call, values can overlap the other calls; note: plate controls were buffer without enzyme for full effect and enzyme alone for no effect
GDH-TPI inh – inhibits GDH-TPI coupling enzymes, artifact for Mtb FBA screen; GDH-TPI coupled enzyme counterscreen, NADH absorbance; 360,000 tested, 1.2% active; inhibition, % at 4.8 µM; AID 588335; in the data active = inhibition above about 30%;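 note: 0% = DMSO wells and 100% = wells lacking the enzyme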
PrPC surface inh – cell surface PrPC inhibition, primary TR-FRET screen; P04156; TR-FRET read-out; inhibition, % at 13.8 µM; AID 720596; 370,000 tested, 0.43% active; in the data active = inhibition above about 24%; note: 0% = median of the test wells and 100% = reference compound wells
MazF activator – activators of E. coli MazEF toxin-antitoxin RNase. P0AE70. FAM/BHQ RNA-DNA oligo cleavage fluorescence, 5 h. activation, % at 20 µM. 350,000 tested, 0.32% active. AID 504720; in the data active = activation above about 50%
Target sequence (P0AE70 whole entry, looked up): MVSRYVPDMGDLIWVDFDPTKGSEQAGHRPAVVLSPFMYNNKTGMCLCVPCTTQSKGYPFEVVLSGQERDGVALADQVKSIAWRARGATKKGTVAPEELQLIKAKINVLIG
BioA inh – inhibitors of Mycobacterium tuberculosis BioA enzyme. purified M. tuberculosis BioA enzyme, plate reader. inhibition, % at 9.99 µM. 360,000 tested, 0.096% active; in the data active = inhibition above about 40%; inconclusive = no clear call, values can overlap the other calls
The depositor's hits bear a star; ? = inconclusive; / = no result given.

The first 3 compounds, to show the layout:
SMILES	FBA Mtb inh	Mtb UGM inh	Rv3671c inh	FadD28 FP inh	BoNT F protease	GDH-TPI inh	PrPC surface inh	MazF activator	BioA inh
CC1CCN(C(=O)COc2ccc(S(=O)(=O)N3CCOCC3)cc2)CC1	-1	1.6	1	-3.0	2	-6	4	0	-0.4
CC1(C)CC(=O)c2c(oc3ccc(NS(=O)(=O)c4ccc(C(=O)O)cc4)cc23)C1	2	-2.4	4	-2.8	0	5	-4	9	/
CC(C)(C)c1cc(Br)c(O)c(N=Nc2ccc(S(=O)(=O)N3CCOCC3)cc2)c1	-4	-4.4	0	-0.2	-8	6	0	2	-0.1

Results, previewed entries included:
SMILES	FBA Mtb inh	Mtb UGM inh	Rv3671c inh	FadD28 FP inh	BoNT F protease	GDH-TPI inh	PrPC surface inh	MazF activator	BioA inh
CC1CCN(C(=O)COc2ccc(S(=O)(=O)N3CCOCC3)cc2)CC1	-1	1.6	1	-3.0	2	-6	4	0	-0.4
CC1(C)CC(=O)c2c(oc3ccc(NS(=O)(=O)c4ccc(C(=O)O)cc4)cc23)C1	2	-2.4	4	-2.8	0	5	-4	9	/
CC(C)(C)c1cc(Br)c(O)c(N=Nc2ccc(S(=O)(=O)N3CCOCC3)cc2)c1	-4	-4.4	0	-0.2	-8	6	0	2	-0.1
CCOC(=O)C1(C)CCN1C(=O)c1ccc(C(F)(F)F)cc1 (stereo not given)	0	/	/	-1.9	12	8	-4	/	-0.7
CC(=O)C1=C(O)C(=O)N(c2nccs2)C1c1ccc(Br)cc1 (stereo not given)	3	-3.1	-10	-1.4	-48	24	-11	7	2.1
O=S(=O)(Nc1cccc(CCc2ccccn2)c1)c1cc(Cl)ccc1Cl	-1	1.4	-10	-2.1	-3	1	10	-6	/
O=C(CCc1ccccc1)N=C1SC2CS(=O)(=O)CC2N1c1ccccc1 (stereo not given)	2	-2.1	6	2.3	/	-10	-8	-1	2.5
CCCn1c(N)c(Sc2ccc([N+](=O)[O-])cc2)c(=O)n(CCC)c1=O	-5	-2.5	5	-0.9	-7	13	-21	0	/
CC(=O)Nc1ccc(Nc2nc(C)nc3c2oc2ccccc23)cc1	-1	-0.4	-3	-1.8	8	22	7	1	-0.7
COc1ccc(S(=O)(=O)N(CC(=O)NCC2CCCO2)C2CCCCC2)cc1OC (stereo not given)	4	-1.1	11	1.6	-10	2	-10	-14	-5.5
Cc1ccc(S(=O)(=O)N2[C@@H](c3ccccc3F)C(C(=O)O)=CC[C@H]2c2cccc(Cl)c2)cc1	2	0.2	2	-1.2	1	3	-4	0	4.3
CN(C)C(=O)CSc1nc(-c2ccccc2)nc2c1CCCC2	1	2.0	0	-2.3	-6	11	-3	6	3.1
Cn1ccnc1SCc1ccc(Cl)cc1Cl	5	4.2	-2	1.5	12	-4	5	4	3.3
Cc1ccc(C(=O)N2CCCC2)cc1S(=O)(=O)Nc1ccccc1	-1	1.8	-7	-0.8	-6	2	2	6	-0.4
CCC(C)(C)NC(=O)C(c1ccc(F)cc1)N(Cc1ccc(OC)cc1)C(=O)c1cnccn1 (stereo not given)	1	2.1	-4	-0.8	3	-2	4	9	/
CC1CCc2cccc3c(O)cc(=O)n1c23 (stereo not given)	1	0.4	0	-1.1	-1	-6	14	5	/
CCOC(=O)c1sc(/N=C/c2c(O)ccc3ccccc23)cc1C	-2	-0.4	-2	-3.3	-7	11	7	-9	/
CN(C(=O)c1ccccc1C(=O)OCC(=O)c1ccc(Br)cc1)c1ccccc1	3	-0.6	-3	-3.8	-8	-1	5	-3	-0.9
CC(=O)n1c2ccccc2c2nc3ccccc3nc21	-1	0.1	7	-0.8	?	5	/	10	-0.6
Clc1cc(Br)ccc1OCCOCCN1CCCC1	1	-1.3	5	1.3	?	20	-2	19	0.7
Cc1cccc(NC(=O)N2C[C@H]3C[C@@H](C2)c2cccc(=O)n2C3)c1	10	6.6	-4	-0.6	2	13	-8	0	-0.8
COc1ccc(C(=O)NCCn2cc(SCC(=O)Nc3cc(C)on3)c3ccccc32)cc1OC	1	-1.1	-1	-7.6	?	-4	-1	-3	-0.2
CCCCc1ccc(NC(=O)CN2C(=O)C3CCCCC3C2=O)cc1 (stereo not given)	-1	0.5	3	2.7	8	4	5	-1	0.4
CN(c1ccccc1)S(=O)(=O)c1nnc(NC(=O)COc2ccccc2)s1	2	0.1	-3	-1.2	7	9	-3	-7	-2.2
COc1ccc(Cl)cc1NC(=O)Cn1nc(-c2ccc(C)cc2)n(C)c1=S	0	-3.1	-8	-3.1	4	7	5	4	1.2
Cc1ccccc1COc1ccc2oc(C)c(C(=O)O)c2c1	3	-0.9	-1	0.3	-15	24	5	6	/
O=C(NCCc1ccccc1)c1ccc2nccnc2c1	0	-1.5	2	/	-4	2	-20	-8	/
COc1cc(/C=C/C(=O)OCC(=O)NC(=O)NCc2ccccc2)ccc1OCC#N	7	-5.3	-3	-0.1	1	5	1	-1	/
CCCCn1c(N2CCCC2)nc2c1c(=O)[nH]c(=O)n2C	1	-1.7	11	0.6	18	-1	0	-6	-0.1
COc1cccc(CC2(CO)CCCN(Cc3cn[nH]c3-c3cc(C)ccc3C)C2)c1 (stereo not given)	3	-1.0	-8	-3.2	-5	2	-10	-10	/
Nc1c(C(=O)OCC2CCCO2)c2nc3ccccc3nc2n1C1CCCCC1 (stereo not given)	14	0.2	-21	-2.1	-6	8	6	-4	-0.6
COC(=O)Cn1ccc(-c2ccc(Cl)cc2)c(C#N)c1=O	2	0.2	2	-3.2	-8	-3	3	1	/
COc1ccc(N(C)C(=O)Cc2c(C(=O)O)n(C)c3ccccc23)c(OC)c1	5	0.7	3	0.3	-20	8	5	3	0.8
N=c1c(S(=O)(=O)c2ccccc2)cc2c(=O)n3ccccc3nc2n1Cc1cccnc1	3	1.0	0	0.0	-11	11	-6	7	0.8
Cc1ccc(S(=O)(=O)NNC(=O)C2CCN(Cc3ccccc3)CC2)cc1	-1	3.0	-2	-0.5	-10	-3	2	2	-1.6
O=C(CSC1=NS(=O)(=O)c2ccccc2N1)N1CCCCC1	-4	-0.5	3	-0.8	-1	4	-2	-5	-0.4
CCOC(=O)Cc1nnc(Nc2ccc(C)cc2)c2ccccc12	3	-1.6	2	0.0	8	11	0	-1	-1.1
COc1cc2ccccc2cc1C(=O)N1CCc2ccccc21	-1	/	/	-7.2	-9	-8	9	6	2.4
COc1cc(C(F)(F)F)c(C(=O)N(C)Cc2cccc(Cl)c2)cn1	1	0.6	-10	-0.7	-13	-4	4	-1	-1.2
CCCCNC(=O)[C@@H]1CSC2c3ccc(OC)c(OC)c3C(=O)N21 (stereo not given in full)	1	-2.2	-6	-1.9	-5	3	1	-15	-0.4
CC1CCCC(NC(=O)COC(=O)[C@@H](NC(=O)c2ccc(F)cc2)C(C)C)C1C (stereo not given in full)	-2	-1.3	0	-1.7	-5	2	-3	3	1.3
Cc1c(C)c2ccc(OCC(=O)Nc3ccccn3)cc2oc1=O	4	0.0	6	0.0	-1	1	10	-30	-0.4
O=C(/C=C/c1ccc(F)cc1)NC(=S)Nc1ccccc1O	1	-2.4	/	0.2	-2	3	-5	-10	-0.9
COCCN(C(=O)CN1CCc2ccccc2C1)c1c(N)n(Cc2ccccc2)c(=O)[nH]c1=O	-2	0.9	-6	-1.1	-5	-6	-8	5	/
O=C1c2ccccc2C(=O)N1CCCCN(C(=O)c1cc2ccccc2oc1=O)c1ccc(Cl)cc1	-1	-1.0	-43	-2.2	0	-14	-7	-4	7.1
COc1ccc(-c2cc(C(=O)N/N=C/c3cccnc3)c3cc(C)cc(C)c3n2)cc1	22	-2.8	/	-0.8	2	24	4	-51	-0.2
CCCCC(c1nnnn1CC1CCCO1)N1CCN(c2cc(Cl)ccc2C)CC1 (stereo not given)	8	/	/	-1.6	-13	1	7	3	/
Cc1cccc(NC(=O)c2ccc(N3C(=O)C4CCCCC4C3=O)cc2)c1C (stereo not given)	4	-0.5	/	/	0	-4	2	3	-0.1
COc1ccc2cc3c(N)nn(C(=O)Cc4ccccc4OC)c3nc2c1	2	-1.0	-3	0.0	0	1	-7	3	0.2
O=C(O)C/C=C(/NC(=O)OCc1ccccc1)C(=O)OCc1ccccc1	4	1.0	-2	2.0	3	1	4	2	/
COc1ccc(OCc2nnc(SCC(=O)N3C(C)CCCC3C)o2)cc1 (stereo not given)	-1	-0.7	-7	-1.4	-23	-1	3	0	-0.7
CC(C)C[C@@]12C(=O)N(c3cccc(F)c3)C(=O)N1[C@H](c1ccc(Br)cc1)[C@@H]1C(=O)N(C(C)(C)C)C(=O)[C@@H]12	-3	2.2	-16	-4.2	-2	8	4	2	0.0
COc1cc(OC)c2c(-c3ccccc3)cc(=O)oc2c1C(CCN1CCN(c2ccccc2)CC1)c1ccc(N(C)C)cc1 (stereo not given)	-1	-1.0	4	-1.5	-10	9	-6	-4	0.4
CC(C)[C@H](NC(=O)c1ccccc1)C(=O)OCC(=O)NCc1ccc(F)cc1	4	0.4	2	-1.1	-2	-5	6	3	1.2
O=C(NCCc1ccccc1)c1ccc(CS(=O)(=O)Cc2ccc(F)cc2)o1	3	3.0	4	-2.0	/	-3	3	-31	1.6
Cn1c(=O)c(=O)n(C)c2cc(S(=O)(=O)NCCN3CCN(c4ccccc4F)CC3)ccc21	-1	6.0	-7	-4.8	-6	19	13	8	/
Cc1ccc(C)c(N2CCN(C(=O)CN(C)S(=O)(=O)c3cnc[nH]3)CC2)c1	3	0.3	-4	0.8	2	14	1	-2	7.3
CC(C)c1ccc2c(c1)C(N1CCN(C)CC1)Cc1cccnc1S2 (stereo not given)	2	0.0	-6	-2.3	-10	4	-22	14	/
O=C(Nc1ccc(C(=O)O)cc1)/C(=C/c1ccc([N+](=O)[O-])cc1)NC(=O)c1ccccc1	-1	-0.1	-5	-0.4	-10	33*	-42	-13	/
O=C(Nc1ccccn1)c1ccc(Br)c(S(=O)(=O)N2CCCC2)c1	-2	-4.4	-6	0.2	0	4	1	0	2.6

The list goes on; the last 2 above are carried over.
SMILES	FBA Mtb inh	Mtb UGM inh	Rv3671c inh	FadD28 FP inh	BoNT F protease	GDH-TPI inh	PrPC surface inh	MazF activator	BioA inh
O=C(Nc1ccc(C(=O)O)cc1)/C(=C/c1ccc([N+](=O)[O-])cc1)NC(=O)c1ccccc1	-1	-0.1	-5	-0.4	-10	33*	-42	-13	/
O=C(Nc1ccccn1)c1ccc(Br)c(S(=O)(=O)N2CCCC2)c1	-2	-4.4	-6	0.2	0	4	1	0	2.6
Cc1ccc(C(=O)NCCC(=O)N2CCCC2)cc1	4	1.9	1	-1.7	-5	4	-4	13	-1.7
CCN(CC)c1ccc(NC(=O)Cn2ncc3c(C)n(Cc4ccccc4F)c(C)c3c2=O)c(C)c1	3	-0.8	0	-0.9	0	0	-6	-1	/
COc1ccc(-c2[nH]ncc2-c2cnn(-c3ccccc3)c2)c(O)c1	0	-1.0	1	-5.3	-4	6	2	-1	2.1
COc1ccc(C2C(C(C)=O)=C(C)N=c3s/c(=C\c4ccc5c(c4)OCO5)c(=O)n32)c(OC)c1 (stereo not given)	-3	5.6	1	-3.2	-7	6	-3	-68	-0.1
CCCCOC(=O)Nc1ccc(C(=O)OC)cc1	-3	-0.8	0	-0.5	1	-6	4	10	-0.2
CC(C)(C)NC(=O)C(=O)NNC(=O)COc1ccc(Br)cc1	-1	0.2	-2	-4.4	1	-8	3	-10	-1.0
CC(C)(C)c1ccc(C(=O)NCc2nnc(SCC(=O)N3CCCC3)o2)cc1	1	/	/	-2.0	0	6	-1	-10	-5.0
COc1ccc(Cn2c(O)c(/C=N/NC(=O)c3cccnc3)c3ccccc3c2=O)cc1	-9	/	/	14*	-1	-8	5	3	/
CCOC(=O)N/N=C\C=C\c1ccco1	5	-6.1	-5	-0.5	-1	19	3	0	/
COc1ccc(C)cc1NC(=O)NNC(=O)c1cc2ccccc2cc1O	4	2.6	0	-3.7	-21	10	2	-1	-1.2
CCn1c(NC(=O)Nc2cccc(C)c2C)cc2sccc21	3	2.2	-6	-0.2	-50	3	-1	-1	-4.8
COc1cccc(C(c2nnnn2Cc2ccco2)N2CCN(Cc3ccccc3)CC2)c1OC (stereo not given)	3	-0.2	-9	-2.3	5	3	3	1	1.5
